Assay outcomes: PubChem BioAssay, several laboratories
Myeloid diff 2 = compounds promoting myeloid differentiation; ER-HoxA9 myeloid progenitors, lysozyme-GFP differentiation, flow cytometry; calls only at 10 µM; 1% of 360,000 active; AID 624256;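 active = normalized GFP-positive differentiation at or above the plate's own cutoff, the solvent-only control mean plus 3 SD; inconclusive = no clear call, values can overlap the other calls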;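 also: cells exposed to compound for four days before flow analysis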
SIAH1 antagonists = blockers of Siah-1 interaction with plectin peptide – biochemical, fluorescence polarization, rhodamine-plectin, uHTS, primary screen (AID 1817) | Siah-1 / rhodamine-plectin peptide fluorescence polarization; higher % means a stronger effect | 0.02% of 290,000 active | displacement, % at 20 µM, or IC50 in µM where a hit was titrated;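 active = displacement of at least 50% at 20 µM, with a fluorescence ratio check between 0.3 and a set limit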;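 also: plate controls were Siah plus tracer with DMSO for no effect and tracer alone without Siah for full effect; strong numbers were not always called active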
MgcRacGAP inhibition = MgcRacGAP GTPase-activating activity inhibitors, confirmation, biochemical, ADP Hunter fluorescence | MgcRacGAP-stimulated Rac1 GTP hydrolysis, ADP Hunter fluorescence; higher % means a stronger effect; GST-tagged Rac1 F28L mutant substrate | inhibition, % at 30 µM; hits with a dose series show IC50 in µM | 0.6% of 340,000 active;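 active = first-screen hits whose inhibition reached a set limit at any dose in the follow-up dose series; inconclusive = inhibition above the set first-screen limit but never retested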;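 also: fluorescence reports GDP produced by GAP-driven GTP hydrolysis; strong numbers were not always called active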
HIV peptide binding = inhibitors of HIV fusion peptide binding, primary screen, biochemical, uHTS, fluorescence dequenching (AID 1986). inhibition, % at 20 µM, or IC50 in µM where a hit was titrated. cell-free peptide binding, fluorescence dequenching, 30 min; higher % means a stronger effect. 0.3% of 290,000 active; in the data active = inhibition mostly above about 52%, no sharp cut-off; inactive = mostly below about 76%; also: some results filed as inactive read as strong as hits
GPR55 antagonists = inhibition of LPI-stimulated GPR55 beta-arrestin translocation – imaging, U2OS, beta-arrestin-GFP, LPI agonist, primary screen (AID 2013) | U2OS GPR55 beta-arrestin-GFP translocation imaging, LPI antagonism; higher % means a stronger effect | inhibition, % at 10 µM, or IC50 in µM where a hit was titrated | 0.13% of 290,000 active;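 active = spots per cell inhibited over 60%, with over 100 cells counted and total cytoplasm intensity under 500,000; inconclusive = wells with under 100 cells, flagged as likely toxic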;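 also: U2OS cells stably carrying GPR55 and arrestin-GFP stimulated by 5 µM LPI near EC80; imaged beta-arrestin-GFP aggregate spots per cell after agonist stimulation; plate controls were LPI-stimulated DMSO wells for no effect and DMSO wells without LPI for full effect; some results filed as inactive read as strong as hits; confirmed hits need IC50 under 10 µM and bright autofluorescent wells are also inconclusive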
LYP inhibition = PTPN22 lymphoid phosphatase activity blockers – biochemical, fluorescence intensity, uHTS (AID 1779); recombinant LYP phosphatase, fluorescence intensity; higher % means a stronger effect; 0.054% of 290,000 active; one-dose inhibition, % at 11.5 µM; IC50 in µM for titrated hits; in the data active = inhibition above about 50%;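 also: plate controls were vehicle with enzyme for no effect and no enzyme for full effect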
Salmonella PhoP GFP = PhoP-dependent GFP reporter repression – Salmonella Typhimurium, primary screen (AID 1863). inhibition, % at 50 µM, or IC50 in µM where a hit was titrated. S. Typhimurium PhoP-regulated promoter GFP reporter, 4 h; higher % means a stronger effect. 0.16% of 300,000 active;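 active = inhibition over 29.93%, a cutoff 3 SD above the screen mean, later confirmed by dose response; inconclusive = inhibition over 29.93% but no dose response follow-up; inactive = inhibition at most 29.93% or unconfirmed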;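 also: 0% = low Mg2+ inducing control and 100% = high Mg2+ repressing control; strong numbers were not always called active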
NTR1 agonist = agonists of NTR1, primary screen, imaging, U2OS cells, beta-arrestin-GFP, high content (AID 493036); P30989; NTR1-U2OS beta-arrestin-GFP spot imaging, agonist mode; activation, % at 20 µM; 0.17% of 330,000 active;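 active = activation at or above 40% of the spot to cytoplasm intensity ratio, with at least 20 cells analyzed; inconclusive = wells under 20 cells, flagged as cytotoxic or low count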;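 also: 0% = DMSO without peptide and 100% = 100 nM NTR1 peptide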
Target sequence (P30989 whole entry, looked up): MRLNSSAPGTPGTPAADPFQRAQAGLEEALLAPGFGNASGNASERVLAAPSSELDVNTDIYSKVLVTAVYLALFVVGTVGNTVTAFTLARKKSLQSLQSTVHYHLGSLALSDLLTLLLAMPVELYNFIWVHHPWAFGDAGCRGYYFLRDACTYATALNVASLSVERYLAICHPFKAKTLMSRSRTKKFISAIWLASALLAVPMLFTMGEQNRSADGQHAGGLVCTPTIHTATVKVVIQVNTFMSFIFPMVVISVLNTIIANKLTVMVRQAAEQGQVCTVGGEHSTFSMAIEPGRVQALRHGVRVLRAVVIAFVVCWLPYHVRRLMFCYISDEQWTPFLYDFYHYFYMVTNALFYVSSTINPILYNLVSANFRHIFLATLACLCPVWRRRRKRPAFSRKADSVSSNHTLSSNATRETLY
GPR35 antagonists = inhibition of zaprinast-stimulated GPR35 beta-arrestin translocation – imaging, U2OS, beta-arrestin-GFP, zaprinast agonist, primary screen (AID 2058); 0.052% of 290,000 active; U2OS GPR35 beta-arrestin-GFP translocation imaging, zaprinast antagonism; higher % means a stronger effect; one-dose inhibition, % at 10 µM; IC50 in µM for titrated hits;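 active = inhibition of at least 50% with at least 30 cells and total cytoplasm GFP at most 10,000,000; inconclusive = under 30 cells or total GFP of 10,000,000 plus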
NTR1 agonist cell count 20 µM = second read-out of NTR1 agonist, no call of its own (marks repeat the call); cell count; measured here: cell count, cytotoxicity flag
Myeloid diff 2 GFP+ MAC1+ % = further read-out of Myeloid diff 2, marked with its call; GFP+ MAC1+ double positive, %; measured here: differentiation confirmed by MAC1 staining
* = called active by the depositor; i = inactive; ? = inconclusive; · = not tested or not shown.

1	CCOC(=O)C1CCN(C(=O)COc2ccc(Br)cc2C)CC1
2	c1ccc(N2CCN(c3nnc(Cc4cccnc4)c4ccccc34)CC2)nc1
3	COc1cccc(NC(=O)c2cc(=O)c3ccccc3o2)c1
4	O=S1(=O)N[C@H](c2ccccc2)C[C@H](c2ccc(C(F)(F)F)cc2)O1
5	Cn1nc(C(F)(F)F)c(/C=N/OC(=O)c2ccccc2)c1SCc1ccc(Cl)cc1
6	O=C(CC1C(=O)NCCN1CC1CCCCC1)NCc1cccc(F)c1F (centres undefined)

compound no.	1	2	3	4	5	6
Myeloid diff 2	i	i	i	i	i	i
Myeloid diff 2 GFP+ MAC1+ %	0.4	4.5	2.6	0.7	0.3	0.5
SIAH1 antagonists	-2%	-2%	2%	8%	7%	0%
MgcRacGAP inhibition	-6%	2%	8%	-2%	1%	-3%
HIV peptide binding	-0.5%	-1.7%	-0.4%	1.9%	2.2%	0.3%
GPR55 antagonists	2%	-2%	-2%	6%	0%	-36%
LYP inhibition	-5%	-7%	-5%	-9%	-12%	-4%
Salmonella PhoP GFP	2%	-2%	-6%	4%	-8%	-4%
NTR1 agonist	1.0	0.7	1.1	9.1	3.3	-0.3
NTR1 agonist cell count 20 µM	65	84	53	62	88	75
GPR35 antagonists	1%	4%	-7%	9%	13%	3%

7	O=C(O)c1cccc(NS(=O)(=O)c2ccc(S(=O)(=O)N3CCOCC3)cc2)c1
8	O=C(CCC(=O)N/N=C/c1ccc(Br)s1)NCc1ccccc1
9	CS(=O)(=O)N(CC(=O)NCCSc1ccc(Cl)cc1)c1ccc2c(c1)OCO2
10	COc1ccc(Cl)cc1NC(=O)C/C(C)=N/NC(=O)Cc1ccccc1
11	NC(=O)C1CCN(c2ncnc3c(-c4ccccc4)nsc23)CC1
12	N#CCSc1nc2ccccc2c2nc3ccccc3n12

compound no.	7	8	9	10	11	12
Myeloid diff 2	i	i	i	i	i	i
Myeloid diff 2 GFP+ MAC1+ %	1.7	0.7	0.4	1.4	0.8	0.6
SIAH1 antagonists	-2%	13%	-2%	3%	1%	-2%
MgcRacGAP inhibition	6%	4%	6%	-5%	9%	8%
HIV peptide binding	3.0%	2.9%	-2.8%	-0.4%	-1.0%	3.7%
GPR55 antagonists	5%	-5%	17%	-4%	-2%	-21%
LYP inhibition	-4%	-3%	1%	-7%	-4%	-2%
Salmonella PhoP GFP	·	7%	-8%	-12%	5%	-4%
NTR1 agonist	0.7	-1.2	-0.6	-2.2	-3.4	5.6
NTR1 agonist cell count 20 µM	66	58	44	50	85	81
GPR35 antagonists	10%	8%	-1%	25%	-8%	-4%

13	O=C(Nc1ccccc1C(=O)N1CCCCCC1)c1cccc([N+](=O)[O-])c1
14	CC(C)NS(=O)(=O)c1ccc(OCC(=O)NC(C)c2ccccc2)cc1 (centres undefined)
15	Cc1ccc(C#N)c(SCc2cc3c(cc2Cl)OCO3)n1
16	CCOc1ccc(NC(=O)c2ccc(CN3CCc4ccccc4C3)cc2)cc1
17	O=C1CC(N2CCN(c3ccccc3)CC2)C(=O)N1Cc1ccc(Cl)cc1 (centres undefined)
18	COc1ccc(NC(=S)NNC(=O)c2cccnc2)cc1OC

compound no.	13	14	15	16	17	18
Myeloid diff 2	i	i	i	i	i	i
Myeloid diff 2 GFP+ MAC1+ %	1.1	0.4	7.4	0.6	1.2	0.1
SIAH1 antagonists	-8%	4%	1%	-4%	0%	-2%
MgcRacGAP inhibition	4%	0%	10%	12%	-10%	6%
HIV peptide binding	5.2%	0.7%	-1.0%	0.8%	2.7%	-2.7%
GPR55 antagonists	-19%	13%	5%	-3%	2%	-3%
LYP inhibition	-9%	-3%	11%	5%	-3%	-7%
Salmonella PhoP GFP	5%	4%	4%	-4%	5%	-11%
NTR1 agonist	0.0	0.1	2.6	0.1	6.4	1.1
NTR1 agonist cell count 20 µM	45	35	42	66	42	35
GPR35 antagonists	-17%	-5%	7%	-10%	3%	-8%

Profiles, quoted from the list. Screens in order: Myeloid diff 2 | Myeloid diff 2 GFP+ MAC1+ % | SIAH1 antagonists | MgcRacGAP inhibition | HIV peptide binding | GPR55 antagonists | LYP inhibition | Salmonella PhoP GFP | NTR1 agonist | NTR1 agonist cell count 20 µM | GPR35 antagonists
CC(C)NS(=O)(=O)c1ccc(OCC(=O)NC(C)c2ccccc2)cc1 (centres undefined) across the screens: i | 0.4 | 4% | 0% | 0.7% | 13% | -3% | 4% | 0.1 | 35 | -5%
O=C(Nc1ccccc1C(=O)N1CCCCCC1)c1cccc([N+](=O)[O-])c1 across the screens: i | 1.1 | -8% | 4% | 5.2% | -19% | -9% | 5% | 0.0 | 45 | -17%
Cc1ccc(C#N)c(SCc2cc3c(cc2Cl)OCO3)n1 across the screens: i | 7.4 | 1% | 10% | -1.0% | 5% | 11% | 4% | 2.6 | 42 | 7%
O=C1CC(N2CCN(c3ccccc3)CC2)C(=O)N1Cc1ccc(Cl)cc1 (centres undefined) across the screens: i | 1.2 | 0% | -10% | 2.7% | 2% | -3% | 5% | 6.4 | 42 | 3%

Other structures
19	O=C(NCc1ccc(F)cc1)c1cc2c(s1)CCCC2
20	Cn1c(=NCC(O)COc2ccccc2)sc2ccccc21 (centres undefined)
21	COc1cc(C)c(NC(=S)Nc2ccc(C)c(Cl)c2)cc1OC
22	COC(=O)c1c(NC(=O)COC(=O)CC(NC(C)=O)c2ccccc2)sc(C)c1C (centres undefined)
23	O=C1CN(C(=O)/C=C/c2ccc(Cl)cc2Cl)CCN1
24	CCOC(=O)c1sc(C)c2c(=O)n(CC(=O)c3ccc(Br)cc3)nnc12

compound no.	19	20	21	22	23	24
Myeloid diff 2	i	i	i	i	i	i
Myeloid diff 2 GFP+ MAC1+ %	1.1	1.1	0.7	0.1	0.6	0.7
SIAH1 antagonists	0%	-3%	2%	·	0%	-1%
MgcRacGAP inhibition	1%	1%	1%	9%	2%	15%
HIV peptide binding	1.4%	1.2%	1.1%	·	-0.4%	1.1%
GPR55 antagonists	-4%	-13%	15%	·	-8%	22%
LYP inhibition	1%	2%	-7%	·	0%	-1%
Salmonella PhoP GFP	-4%	11%	-4%	-3%	-1%	-4%
NTR1 agonist	5.3	1.3	0.9	2.4	0.5	1.3
NTR1 agonist cell count 20 µM	82	51	46	40	62	53
GPR35 antagonists	0%	2%	15%	·	-8%	4%

25	Cc1cc(C)n2c(SCCO)nnc2n1
26	Cc1ccc2cc(COC(=O)c3ccncc3)c(=O)[nH]c2c1
27	CCN1CCCC1CNC(=O)c1ccc2c(c1)NC(=O)/C(=C\c1ccc(OC)c(OC)c1)S2 (centres undefined)
28	C/C(=N\NC(N)=O)c1ccc(Cl)s1
29	CN(C)C(=O)CCN1CCOCC1
30	Cc1ccc(Nc2nc(N)c([N+](=O)[O-])c(N3CCC(C)CC3)n2)cc1C

compound no.	25	26	27	28	29	30
Myeloid diff 2	i	i	?	i	i	i
Myeloid diff 2 GFP+ MAC1+ %	0.5	0.8	·	0.2	0.9	0.6
SIAH1 antagonists	6%	-1%	-7%	1%	-1%	2%
MgcRacGAP inhibition	13%	8%	21%	4%	0%	6%
HIV peptide binding	0.4%	0.7%	0.8%	-0.3%	-0.9%	-0.5%
GPR55 antagonists	0%	4%	4%	-5%	14%	17%
LYP inhibition	-7%	4%	-10%	1%	-2%	2%
Salmonella PhoP GFP	-4%	-14%	-4%	-9%	-22%	21%
NTR1 agonist	-0.1	0.8	1.4	-1.0	-0.3	31
NTR1 agonist cell count 20 µM	39	73	55	56	47	79
GPR35 antagonists	-8%	4%	4%	-7%	5%	-3%

31	CCOC(=O)c1c(NC(=O)CN2CCOCC2)sc2c1CCCC2=O
32	CC1CCc2nn(CC(=O)NCCC3=CCCCC3)cc2C1 (centres undefined)
33	CCOc1cccc(C2C(C#N)=C(N)Oc3cc(C)oc(=O)c32)c1OCC (centres undefined)
34	CNC(=O)N(O)C1N(/N=C/c2c(F)cccc2Cl)C(=S)SC1(C)C (centres undefined)
35	O=C(CCn1nc(-c2ccccc2)c2ccccc2c1=O)Nc1cccnc1
36	CC(=O)N(Cc1cccs1)C1CCOC(C)(C)C1 (centres undefined)

compound no.	31	32	33	34	35	36
Myeloid diff 2	i	i	i	i	i	i
Myeloid diff 2 GFP+ MAC1+ %	0.3	9.5	0.7	0.5	0.2	0.6
SIAH1 antagonists	-1%	3%	-7%	-2%	-1%	-2%
MgcRacGAP inhibition	10%	8%	12%	·	1%	1%
HIV peptide binding	0.8%	0.1%	-0.2%	-1.6%	1.5%	-0.8%
GPR55 antagonists	6%	6%	0%	6%	9%	7%
LYP inhibition	0%	-1%	0%	0%	-4%	-3%
Salmonella PhoP GFP	-6%	2%	-3%	15%	·	1%
NTR1 agonist	3.3	1.2	2.7	0.2	-2.7	-0.6
NTR1 agonist cell count 20 µM	90	58	46	60	80	67
GPR35 antagonists	-7%	-15%	10%	1%	10%	-4%

37	CCC(Oc1ccccc1)C(=O)Nc1ccccc1N1CCCCC1 (centres undefined)
38	CCc1ccccc1NC(=O)COc1ccc2c(=O)c(Oc3cc(C)ccc3C)coc2c1
39	Nc1nc(SCC(=O)Nc2ccc(Cl)cn2)n[nH]1
40	NC(=O)C12CCCC(Br)(CCC1)C2
41	O=P(O)(c1ccccc1)c1ccccc1O

compound no.	37	38	39	40	41
Myeloid diff 2	i	i	i	i	i
Myeloid diff 2 GFP+ MAC1+ %	0.8	1.5	0.3	0.4	2.1
SIAH1 antagonists	10%	-4%	-2%	1%	-6%
MgcRacGAP inhibition	9%	-10%	8%	13%	5%
HIV peptide binding	3.0%	-0.3%	-2.1%	-1.3%	-1.8%
GPR55 antagonists	3%	2%	0%	-7%	-4%
LYP inhibition	-2%	-6%	-7%	-6%	-10%
Salmonella PhoP GFP	-5%	-2%	0%	-5%	-8%
NTR1 agonist	8.2	1.8	-0.3	-1.1	1.8
NTR1 agonist cell count 20 µM	51	46	50	55	64
GPR35 antagonists	4%	28%	0%	-12%	5%
